SENP1 FRET inh: blocks the human SENP1 SUMO protease catalytic domain. inhibition, % at 10 µM. recombinant SENP1 catalytic domain, CyPet-SUMO1-YPet FRET cleavage. Q9P0U3. 0.21% of 360,000 active;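 active = inhibition at least 30% at 10 µM, raw YFP signal under a set limit, fluorescence ratio 0.5 to 1.5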;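 note: 0% = enzyme with DMSO and 100% = no enzyme wells; some results filed as inactive read as strong as hits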
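Assay system: hSENP1 catalytic domain, recombinant. Amount: SENP1 enzyme, 20 pM final. Schedule: 50 min reaction, RT, dark. Technique: FRET, CFP and YFP emission. Control set: no-enzyme wells low, DMSO-plus-enzyme wells high control.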
SENP6 block: inhibitors of human SENP6 protease; Q9GZR1; Recombinant SENP6 catalytic domain, aminoluciferin luminescence; inhibition, % at 10 µM; 1.8% of 330,000 active; AID 2599;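 active = inhibition above about 50% at the single tested dose, limit read from the data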;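 note: plate controls were DMSO wells with enzyme for no effect and DMSO wells lacking enzyme for full effect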
SENP8 block-1: inhibitors of human SENP8 protease | 0.64% of 360,000 active | AID 602440 | Q96LD8 | inhibition, % at 20 µM | recombinant SENP8, Nedd8 substrate fluorescence; in the data active = inhibition mostly above about 40%, no sharp cut-off; inactive = mostly below about 27%
UBC13 polyUb: inhibitors of human UBC13 polyubiquitin chain formation; TR-FRET; inhibition, % at 20 µM; 0.47% of 330,000 active; AID 485273; in the data active = inhibition above about 45%, passing the limit was not always enough; inconclusive = no clear call, values can overlap the other calls
Target sequence (P61088 whole entry, looked up): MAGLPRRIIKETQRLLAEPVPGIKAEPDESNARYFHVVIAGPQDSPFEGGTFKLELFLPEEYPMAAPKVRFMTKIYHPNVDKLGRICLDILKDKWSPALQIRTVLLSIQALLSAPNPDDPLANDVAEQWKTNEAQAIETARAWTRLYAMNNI
beta cell repl: induces beta-cell replication in MIN6 cells; MIN6 cells proliferation, ATPlite luminescence, 48 h; cells starved in 0.2% serum; 100% = growth in 10% serum; proliferation, % at 10 µM; 0.29% of 330,000 active; AID 2380;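 active = compounds whose signal lies at least 3.5 SD above the mean of all wells on their plate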;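 note: 0% = DMSO-treated cells in low-serum medium and 100% = 10% serum control; some compounds called inactive have numbers as strong as hits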
HKDC1 inh: blocks human hexokinase HKDC1 activity; AID 493160; Q2TB90; inhibition, % at 20 µM; 0.16% of 340,000 active; recombinant HKDC1, G6PDH/diaphorase resazurin coupled fluorescence;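 active = inhibition above about 35% when tested at 20 µM, limit read from the data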;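 note: plate controls were DMSO wells with enzyme for no effect and DMSO wells lacking enzyme for full effect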
Target sequence (Q2TB90 whole entry, looked up): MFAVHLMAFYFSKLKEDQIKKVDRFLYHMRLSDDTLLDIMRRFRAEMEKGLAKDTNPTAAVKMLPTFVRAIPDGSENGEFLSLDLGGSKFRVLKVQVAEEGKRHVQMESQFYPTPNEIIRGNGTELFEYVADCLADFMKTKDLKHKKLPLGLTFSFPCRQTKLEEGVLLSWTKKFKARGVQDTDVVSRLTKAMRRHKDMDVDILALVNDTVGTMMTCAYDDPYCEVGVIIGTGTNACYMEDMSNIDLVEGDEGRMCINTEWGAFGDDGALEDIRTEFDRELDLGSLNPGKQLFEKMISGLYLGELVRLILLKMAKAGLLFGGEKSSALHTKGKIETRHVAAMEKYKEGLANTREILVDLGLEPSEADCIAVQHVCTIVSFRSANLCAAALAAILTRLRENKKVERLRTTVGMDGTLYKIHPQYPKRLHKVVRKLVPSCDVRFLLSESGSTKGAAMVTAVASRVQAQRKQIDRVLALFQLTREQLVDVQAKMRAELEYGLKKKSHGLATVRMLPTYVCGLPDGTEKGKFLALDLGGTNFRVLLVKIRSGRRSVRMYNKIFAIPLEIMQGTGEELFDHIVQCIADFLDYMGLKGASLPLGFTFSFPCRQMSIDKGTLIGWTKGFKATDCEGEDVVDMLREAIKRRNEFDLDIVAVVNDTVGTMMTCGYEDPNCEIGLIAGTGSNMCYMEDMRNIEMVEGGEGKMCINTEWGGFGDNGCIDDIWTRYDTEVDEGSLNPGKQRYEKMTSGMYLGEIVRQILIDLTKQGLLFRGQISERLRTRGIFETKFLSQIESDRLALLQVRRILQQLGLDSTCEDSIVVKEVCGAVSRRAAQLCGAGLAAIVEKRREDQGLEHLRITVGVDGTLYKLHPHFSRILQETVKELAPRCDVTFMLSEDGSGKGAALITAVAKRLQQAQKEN
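Test system: HK5 enzyme. Quantity: 5 µg/mL HK5 final. Reagent: glucose and ATP substrates. Schedule: 90 min reaction incubation at room temperature, dark. Technique: resazurin-to-resorufin fluorescence via G6PDH and diaphorase coupling, 525/613 nm. Control set: DMSO wells with and without enzyme mix.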
PfG6PD inh: PfG6PD (Plasmodium falciparum) enzyme inhibition; PfGluPho enzyme, NADPH resazurin-diaphorase fluorescence; inhibition, % at 20 µM; 0.78% of 350,000 active;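 active = inhibition reaching at least a set limit at 20 µM in the primary screen, cut at about 59% in these data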;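 note: 0% = DMSO wells with substrate and 100% = DMSO wells lacking glucose-6-phosphate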
SENP7 inh: inhibitors of human SENP7 protease; Q9BQF6; recombinant SENP7, Z-RLRGG-aminoluciferin luminescence, 40 min; inhibition, % at 5 µM; 1.5% of 330,000 active; AID 434973;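 active = inhibition above about 50% at the single test dose, limit read from the data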;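 note: plate controls were DMSO with enzyme for no effect and no enzyme buffer wells for full effect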
SENP8 block-2: inhibitors of human SENP8 protease; Q96LD8; purified SENP8, Z-RLRGG-aminoluciferin cleavage, luminescence; inhibition, % at 10 µM; 1.2% of 330,000 active; AID 2540; in the data active = inhibition above about 50%
Starred values were filed as active, the others as inactive; ? = inconclusive; · = not tested or not shown; & = joins results of further samples.

A first look (5 entries):
Screens by letter: A = SENP1 FRET inh; B = SENP6 block; C = SENP8 block-1; D = UBC13 polyUb; E = beta cell repl; F = HKDC1 inh; G = PfG6PD inh; H = SENP7 inh; I = SENP8 block-2
CCc1nc(N2CCN(C(C)=O)CC2)c2c3c(sc2n1)CCCC3
  A = 0	B = 3	C = -20	D = 4	E = 3	F = -4	G = 22	H = -7	I = -7

COc1cccc(NC(=O)CN(C)CC(=O)Nc2ccc(C)cc2Cl)c1
  A = 3	B = 4	C = 8	D = -2	E = -3	F = -5	G = 4	H = 0	I = 4

O=C(NNC(=O)C1CCCO1)c1ccc([N+](=O)[O-])cc1 (stereo not given)
  A = 0	B = 10	C = 16	D = 4	E = 0	F = -2	G = -11	H = -1	I = -2

CCN(CCO)Cc1csc2ccc(Br)cc12
  A = 2	B = -10	C = 20	D = -1	E = 2	F = -4	G = -15	H = 1	I = -7

COc1ccc(S(=O)(=O)N2CCC(C(=O)Nc3nnc(CCN4CCCCC4)s3)CC2)cc1
  A = -6	B = -3	C = 10	D = 15	E = -4	F = -8	G = 1	H = -4	I = -2

The whole of this part, repeating the preview:
Screens by letter: A = SENP1 FRET inh; B = SENP6 block; C = SENP8 block-1; D = UBC13 polyUb; E = beta cell repl; F = HKDC1 inh; G = PfG6PD inh; H = SENP7 inh; I = SENP8 block-2
CCc1nc(N2CCN(C(C)=O)CC2)c2c3c(sc2n1)CCCC3
  A = 0	B = 3	C = -20	D = 4	E = 3	F = -4	G = 22	H = -7	I = -7

COc1cccc(NC(=O)CN(C)CC(=O)Nc2ccc(C)cc2Cl)c1
  A = 3	B = 4	C = 8	D = -2	E = -3	F = -5	G = 4	H = 0	I = 4

O=C(NNC(=O)C1CCCO1)c1ccc([N+](=O)[O-])cc1 (stereo not given)
  A = 0	B = 10	C = 16	D = 4	E = 0	F = -2	G = -11	H = -1	I = -2

CCN(CCO)Cc1csc2ccc(Br)cc12
  A = 2	B = -10	C = 20	D = -1	E = 2	F = -4	G = -15	H = 1	I = -7

COc1ccc(S(=O)(=O)N2CCC(C(=O)Nc3nnc(CCN4CCCCC4)s3)CC2)cc1
  A = -6	B = -3	C = 10	D = 15	E = -4	F = -8	G = 1	H = -4	I = -2

O=Cc1ccc(-c2cccc([N+](=O)[O-])c2)o1
  A = 0	B = -7	C = 0	D = -12	E = -1	F = -2	G = 9	H = 3	I = 2

CCN1CCCC1CNCC(O)COc1ccc(C(C)(C)C)cc1C (stereo not given)
  A = -1	B = 2	C = 18	D = 2	E = -4	F = -5	G = -1	H = -6	I = -8

Cc1c(C(=O)N/N=C/C(C)C)[nH]c2ccc([N+](=O)[O-])cc12
  A = 1	B = -14	C = 25	D = -5	E = 6	F = 3	G = 6	H = -4	I = -6

COCCCn1c(SCC(=O)NC2CCCC2)nnc1-c1ccccc1
  A = 0	B = -19	C = 8	D = -2	E = 1	F = -7	G = 25	H = -2	I = 4

NS(=O)(=O)c1ccc(CCNC(=O)COC(=O)CCc2c[nH]c3ccccc23)cc1
  A = 0	B = 13	C = -1	D = -12	E = -2	F = -5	G = -7	H = -4	I = -14

CCC(C)(C)NC(=O)C(c1ccccn1)N(C(=O)c1csnn1)c1ccc(C)c(C)c1 (stereo not given)
  A = 2	B = -14	C = 13	D = 3	E = 2	F = -3	G = -17	H = -1	I = -3

Cc1ccccc1-c1nc2c(s1)CCc1onc(-c3ccc(Cl)cc3)c1-2
  A = 0	B = -8	C = -22	D = 3	E = -4	F = -2	G = 1	H = -8	I = -14

COCCNS(=O)(=O)c1cccc2cccnc12
  A = -13	B = -4	C = 14	D = 1	E = -4	F = -4	G = 7	H = 4	I = 1

C[C@H](CCC(=O)O)[C@H]1CC[C@H]2[C@@H]3[C@H](O)C[C@@H]4C[C@H](O)CC[C@]4(C)[C@H]3C[C@H](O)[C@]12C
  A = 2&-2&3	B = -10&-8	C = 1&5&13	D = 9&-1	E = -4&-2	F = -4&-7&-4	G = -16&-13&-8	H = 4&-7	I = 6&1

O=C(O)C1CCc2nc(NCc3ccccc3)nc(NCc3ccccc3)c2C1 (stereo not given)
  A = -1	B = ·	C = -6	D = ·	E = ·	F = 2	G = -16	H = ·	I = ·

Cn1c(C(C#N)/C(=N\S(=O)(=O)c2cccs2)c2ccccc2)nc2ccccc21 (stereo not given)
  A = 1	B = -7	C = 2	D = ?	E = -2	F = -5	G = -15	H = -7	I = -7

Cc1c(NC(=O)COC(=O)c2ccc(Cl)nc2)c(=O)n(-c2ccccc2)n1C
  A = 2	B = 7	C = 5	D = 6	E = -1	F = -4	G = -2	H = 7	I = -3

Cc1cccc(C(=O)N2CCC(c3nc4ccccc4s3)CC2)c1
  A = 0	B = 23	C = 6	D = 3	E = -1	F = 12	G = -15	H = 4	I = -2

CCN(CC)S(=O)(=O)C1CCS(=O)(=O)C1 (stereo not given)
  A = -1	B = -3	C = 4	D = 5	E = -2	F = 2	G = 9	H = 4	I = 2

COc1ccc(/C=C/C(=O)c2ccc(C(=O)/C=C/c3ccc(OC)c(OC)c3)cc2)cc1OC
  A = 22	B = -16	C = -4	D = -7	E = -6	F = 20	G = 13	H = -7	I = 1

Cc1cccc(C)c1NC(=O)CNC(=O)Cn1nc(C)c(C)c(C#N)c1=O
  A = -2	B = -8	C = -34	D = -10	E = 0	F = 0	G = -6	H = 13	I = -5

CCC(c1nnnn1C1CCCCC1)N1CCN(C2CCCC2)CC1 (stereo not given)
  A = 0	B = -6	C = 9	D = 6	E = -1	F = -5	G = 9	H = -5	I = 2

O=c1c2ccccc2nc(-c2ccc(Cl)cc2)n1C1CCS(=O)(=O)C1 (stereo not given)
  A = 1	B = -11	C = 11	D = -4	E = 5	F = 11	G = 2	H = -4	I = 4

Clc1ccc(-c2c[n+](Cc3cccc(Cl)c3)c3n2CCC3)cc1
  A = 1	B = 4	C = 9	D = 8	E = -4	F = -5	G = 1	H = 1	I = 2

Cc1ccc(S(=O)(=O)NC(=O)Nc2nnc(C)s2)cc1
  A = 1	B = 1	C = 26	D = 1	E = 4	F = -1	G = -17	H = 1	I = 0

CCOC(=O)c1sc(Nc2nc(OC)cc(OC)n2)nc1C
  A = ·	B = -3	C = ·	D = 16	E = -3	F = -9	G = 9	H = 5	I = -14

COc1ccc(N2CCN(C3CCCN(C(=O)CN4CCCC4=O)C3)CC2)cc1 (stereo not given)
  A = 0	B = -8	C = 13	D = 4	E = 0	F = -3	G = -2	H = 1	I = -10

CCCCCCNCC1OCc2ccccc2CO1
  A = 1	B = -9	C = 16	D = 13	E = -1	F = -7	G = -14	H = -1	I = -1

O=C(O)c1[nH]c2ccccc2c1C(c1cccc(O)c1)c1c(C(=O)O)[nH]c2ccccc12
  A = -6	B = -26	C = -5	D = -16	E = -3	F = 6	G = -24	H = -10	I = 0

COC(=O)C1(Cc2ccc3c(c2)CCC3)Cc2ccc3c(c2C1=O)CCC3 (stereo not given)
  A = 1	B = ·	C = 6	D = ·	E = ·	F = 3	G = 15	H = ·	I = ·

CCCCC(=NCCc1c(C)[nH]c2ccc(OC)cc12)C1=C(O)CC(c2ccccc2)CC1=O (stereo not given)
  A = 0	B = 4	C = 15	D = -3	E = -6	F = 1	G = -7	H = -4	I = 1

CCN(CC)CCNc1oc(-c2ccccc2)nc1S(=O)(=O)c1ccccc1
  A = -2	B = -15	C = -19	D = 6	E = -2	F = -2	G = 10	H = -8	I = -13

COc1ccc(C(=O)NC(=S)N2CCN(c3ccc([N+](=O)[O-])cc3)CC2)cc1
  A = -9	B = 0	C = 17	D = -10	E = -3	F = -6	G = 15	H = 7	I = -4

Cc1ccc2nc(NCc3ccc(F)cc3)c3nncn3c2c1
  A = -40	B = -8	C = -98	D = 20	E = 2	F = -4	G = 13	H = 2	I = -3

Cc1cc(C)n2c(SCC(=O)Nc3cc(C)on3)nnc2n1
  A = 0	B = 16	C = -52	D = 7	E = -2	F = -5	G = -2	H = 4	I = 6

CCN1CCN(C(=O)C2CCN(S(=O)(=O)c3ccc(Br)cc3)CC2)CC1
  A = 0	B = 2	C = 11	D = 4	E = -5	F = 0	G = -3	H = -1	I = 4

CC(C)NS(=O)(=O)c1ccc(OCC(=O)Nc2ccc3c(c2)OCO3)c(Cl)c1
  A = 2	B = -10	C = 12	D = 5	E = -4	F = -1	G = 15	H = 3	I = -4

CCN(CC)S(=O)(=O)c1ccc(C)c(NC(=S)NC2CCCCC2)c1
  A = 3	B = 18	C = 17	D = -1	E = -2	F = 4	G = 0	H = 5	I = 5

COC(=O)CN1C(=S)N(C)C(=O)/C1=C/c1cccs1
  A = -26	B = -5	C = 18	D = -8	E = -3	F = -10	G = 3	H = 0	I = 6

COc1cc(NC(=O)CSCc2ccc(Cl)cc2)c(C(=O)O)cc1OC
  A = -1	B = 3	C = 6	D = -7	E = -3	F = 4	G = -17	H = 3	I = 3

COc1ccc(CCNC(=S)NC(=O)c2ccccc2)cc1C
  A = 1	B = -2	C = 7	D = 12	E = -6	F = -1	G = 1	H = 0	I = 1

Cc1cccc(-n2cnc(C(=O)NNC(=S)Nc3ccccc3)c2)n1
  A = 0	B = -1	C = 5	D = 84*	E = 0	F = -28	G = -9	H = -1	I = -1

Nc1nc(COc2ccc3ccccc3c2)cs1
  A = 3	B = 10	C = 3	D = -8	E = -1	F = -2	G = 11	H = 6	I = 30

O=C(NC(Cc1ccccc1)C(=O)N1CCN(c2ccccn2)CC1)c1ccco1 (stereo not given)
  A = -9	B = 2	C = -7	D = -4	E = 1	F = -1	G = 2	H = 14	I = -1

Cc1ccc(S(=O)(=O)NCCN2CCOCC2)c(C)c1
  A = 0	B = 7	C = 14	D = 0	E = 1	F = 7	G = 16	H = -6	I = -10

COc1ccc(C2CC(=O)C3=C(C2)Nc2ccccc2NC3c2coc3ccccc3c2=O)cc1OC (stereo not given)
  A = 1	B = ·	C = 21	D = ·	E = ·	F = 24	G = -9	H = ·	I = ·

O=C(Cc1n[nH]c(=O)[nH]c1=O)N/N=C/c1c(O)ccc2ccccc12
  A = 39*	B = -4	C = -16	D = 0	E = -1	F = -15	G = -39	H = 1	I = -3

COc1ccc(C(C)=O)cc1COC(=O)CNC(=O)C1CCCCC1
  A = 1	B = -5	C = 5	D = 3	E = -3	F = -5	G = 2	H = 10	I = -2

Cc1nn2cc(-c3ncc(C(F)(F)F)cc3Cl)cnc2c1Br
  A = 1	B = 83*	C = -13	D = 2	E = -3	F = -6	G = 4	H = 90*	I = 76*

O=C(NCCc1ccccn1)c1cc(-c2ccc(Cl)cc2)nc2ccccc12
  A = 0	B = -19	C = -5	D = -2	E = -3	F = -7	G = -4	H = -8	I = -11

O=C1N=c2ccccc2=C1c1sc(=S)n(CC2CCCO2)c1O (stereo not given)
  A = 1	B = -33	C = 25	D = -40	E = -4	F = -1	G = 9	H = 0	I = -1

COC(=O)c1ccccc1NC(=O)c1c(Br)cnn1C
  A = 0	B = -1	C = 31	D = 6	E = 5	F = -4	G = 13	H = 0	I = 12

CCN(C(=O)COC(=O)c1c(C)nn(-c2ccccc2)c1C)C1CCS(=O)(=O)C1 (stereo not given)
  A = 4	B = 6	C = 1	D = -3	E = 0	F = -4	G = 10	H = -4	I = 1

CCCOc1cc(C)c(S(=O)(=O)N2CCOCC2)cc1C
  A = ·	B = -8	C = ·	D = 4	E = 3	F = ·	G = ·	H = -6	I = 0

CCOc1ccc(S(=O)(=O)N2CN3CCN(C3)C2)cc1
  A = 0	B = 17	C = 11	D = 3	E = -4	F = -4	G = 5	H = 0	I = -7

CC(C)NC(=O)c1nc2c(nnn2Cc2cccc(Cl)c2)c(=O)[nH]1
  A = -11	B = -15	C = 3	D = -5	E = 1	F = -6	G = -4	H = -8	I = 5
